# ALOX15B inhib: blocks human 15-lipoxygenase 2 activity | O15296 | purified 15hLO-2, xylenol orange hydroperoxide absorbance | Potency, µM (titrated, usually from 57.1 µM), inactives show at the highest dose activity change, negative = inhibition, actives largely listed as inhibitors | 110,000 compounds, 0.56% hits | AID 881; further: potency means the concentration at half of the fitted maximal effect; nearly all actives have a fitted effect of over 60% in size; many of its hits are not listed in these tables
#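 Screening format was qHTS against 50 nM purified 15hLO-2 in Hepes pH 7.5 with detergent. Activity follows hydroperoxide formation from 45 uM arachidonic acid, measured as 573:405 nm absorbance ratio of the ferric-xylenol orange complex.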
# IMPase inh: membrane-permeable compound that blocks inositol monophosphatase. inhibition (IP1 accumulation), % at 46.1 µM. P97697. 120,000 tested, under 10 active. CHO-M1 cells, IP1 accumulation, HTRF TR-FRET ratio. AID 901; active means well fitted curve in the direction sought with a large enough effect in the signal ratio, not every such curve was filed as active; inconclusive means small, poorly fitted or top-dose-only effect, or a change in a side signal; inactive means no such curve, though single readings can be large or run the other way; the % refers to the signal ratio;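 further: cells stimulated with carbachol in lithium chloride buffer; plate controls were DMSO basal wells for no effect and reference inhibitor wells for full effect; higher means more IMPase inhibition seen as more IP1 and lower FRET ratio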
# Target sequence (P97697 whole entry, looked up): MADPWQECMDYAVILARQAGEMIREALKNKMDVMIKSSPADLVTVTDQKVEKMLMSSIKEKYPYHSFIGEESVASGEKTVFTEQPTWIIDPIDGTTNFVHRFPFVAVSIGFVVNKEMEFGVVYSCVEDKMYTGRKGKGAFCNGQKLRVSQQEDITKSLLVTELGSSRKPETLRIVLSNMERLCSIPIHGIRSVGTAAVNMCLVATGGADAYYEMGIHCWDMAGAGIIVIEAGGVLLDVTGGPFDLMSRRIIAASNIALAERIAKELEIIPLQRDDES
#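 Carbachol-driven Gq signalling in CHO-M1 cells (2000/well) generates IP1. Compounds that block IMPase raise IP1 and so reduce the FRET signal from Eu-anti-IP1 and d2-IP1 after a 10 min room-temperature lysis.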
# PNC inhibitor: perinucleolar compartment assembly inhibition. PC3M PTB-GFP, PNC prevalence imaging, 16 h; stronger effect = lower value. activity change (PNC), negative = inhibition, % at 10 µM. 140,000 compounds, 3.1% hits;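 active means readout at or below -70, meaning at least 70% loss of cells showing the perinucleolar compartment, a nuclear body marking cancer cells; inconclusive means readout between -30 and a set limit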;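 further: plate controls were DMSO wells for no effect and camptothecin positive control wells for full effect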
#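 Read-out is percentage of cells bearing a perinucleolar compartment, from automated 20x imaging of fixed, Hoechst-stained PC3M PTB-GFP cells. Cells were seeded 4 h, then exposed 16 h to compound (23 nl of library stock) in duplicate plates.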
# ALOX12 inhib: inhibitors of human 12-lipoxygenase (ALOX12) | P18054 | purified 12-hLO, xylenol orange hydroperoxide absorbance | Potency, µM (highest dose often 57.1 µM), without a hit: at the top dose activity change, negative = inhibition, actives largely listed as inhibitors | 150,000 compounds, 0.12% hits; further: potency means the concentration at half of the fitted maximal effect; nearly all actives have a fitted effect of over 55% in size; many of its hits are not listed in these tables
# Target sequence (P18054 whole entry, looked up): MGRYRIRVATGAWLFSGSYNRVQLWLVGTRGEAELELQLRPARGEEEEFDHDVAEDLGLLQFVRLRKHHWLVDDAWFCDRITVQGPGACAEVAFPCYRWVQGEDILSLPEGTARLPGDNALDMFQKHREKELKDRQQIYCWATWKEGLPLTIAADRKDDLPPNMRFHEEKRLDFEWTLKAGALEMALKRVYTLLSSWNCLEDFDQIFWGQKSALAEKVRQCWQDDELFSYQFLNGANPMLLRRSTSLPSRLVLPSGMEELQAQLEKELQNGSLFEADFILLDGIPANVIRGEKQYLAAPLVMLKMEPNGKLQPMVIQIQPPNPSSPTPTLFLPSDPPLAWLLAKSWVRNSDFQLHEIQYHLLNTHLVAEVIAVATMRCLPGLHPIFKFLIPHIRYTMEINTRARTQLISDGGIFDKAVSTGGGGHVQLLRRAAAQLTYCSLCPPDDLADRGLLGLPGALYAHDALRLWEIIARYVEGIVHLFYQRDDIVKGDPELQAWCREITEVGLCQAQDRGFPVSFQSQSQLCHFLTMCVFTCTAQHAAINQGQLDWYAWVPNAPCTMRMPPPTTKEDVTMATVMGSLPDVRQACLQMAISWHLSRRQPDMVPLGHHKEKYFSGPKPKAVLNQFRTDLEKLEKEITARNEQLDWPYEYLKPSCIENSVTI
#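 Purified human 12hLO (150 nM final) was preincubated with compounds for 15 min at room temperature in 25 mM Hepes pH 7.0, 0.01% Triton X-100, then reacted with 40 uM arachidonic acid for 30 min. Hydroperoxide was detected with ferrous iron/xylenol orange.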
# * marks the source's active call; other numbers are inactive results; ? = inconclusive; nt = not tested or not shown; [ ] = another dose, or the depositor's remark. Unless noted, the call rests on the fitted dose curve; in most records, active means well fitted curve in the direction sought with a large enough effect; inconclusive means small, poorly fitted or top-dose-only effect, or another doubt; inactive means no such curve, though single readings can be large; an effect the other way counts as inactive or inconclusive. Unless noted, on the % scale 0 is the no-effect control and ±100 the full control effect.
# Labels used below: A = ALOX15B inhib; B = IMPase inh; C = PNC inhibitor; D = ALOX12 inhib
N#C/C(C(=O)NCc1ccco1)=C1/SC(Cc2ccc(Cl)cc2)C(=O)N1c1ccccc1 (stereo unspecified)
  A: nt; B: 8; C: -8; D: -13%
COC(=O)c1cn(NC(=O)CC2CCCCC2)c(=O)c2ccccc12
  A: -1%; B: 10; C: 11; D: 0%
O=C/C=C/c1ccc(O)cc1
  A: -6%; B: nt; C: nt; D: 2%
COc1ccccc1CC(=O)Nc1cc2oc3ccccc3c2cc1OC
  A: 11%; B: 6; C: 13; D: -2%
COc1ccc(OC)c(NC(=O)C2CCCN(S(=O)(=O)c3cccc4cccnc34)C2)c1 (stereo unspecified)
  A: 0%; B: 1; C: 18; D: 0%
CSc1nc(C)c(Oc2ccccc2)c(=O)n1C
  A: 4%; B: 0; C: -21; D: -2%
CCn1c(O)c(N=NC(=O)CNc2cccc(C)c2)c2ccccc21
  A: nt; B: nt; C: ?; D: 1%
CCOCCCn1c(=S)[nH]c2cc(C(=O)NCCN(CC)CC)ccc2c1=O
  A: 13%; B: 8; C: -1; D: -1%
COc1cc(C)c(Cl)cc1S(=O)(=O)NCc1ccncc1
  A: 2%; B: 14; C: -17; D: -5%
O=C(c1ccccc1)N1CCN(CC(O)COC2CCCCC2)CC1 (stereo unspecified)
  A: nt; B: 3; C: ?; D: -4%
CC1CCN(c2ncnc3c2cnn3-c2ccccc2)CC1
  A: 4%; B: 2; C: 7; D: -8%
CCCc1nc(N2CCOCC2)c(C#N)c2c1CCCC2
  A: -5%; B: 2; C: ?; D: -1%
O=c1c2cc(Cl)ccc2oc2nc3n(c(=O)c12)CCCS3
  A: 11%; B: -7; C: 19; D: -8%
O=C(Cc1ccc(F)cc1)Nc1cccc2cccnc12
  A: nt; B: nt; C: 15; D: -2%
Cc1n[nH]c(=S)n1/N=C/c1ccc(-c2ccccc2[N+](=O)[O-])o1
  A: -8%; B: 0; C: -6; D: -4%
CC(C)Cc1cc(C(=O)Nc2cc(Cl)ccc2Cl)no1
  A: -17%; B: 4; C: 7; D: 1%
CCCSCCCNC(=O)Cn1cc2c(n1)CCC(C)C2 (stereo unspecified)
  A: -2%; B: 4; C: -17; D: 4%
O=C(Nc1ccc(N2CCOCC2)cc1)C1(S(=O)(=O)c2ccccc2)CC1
  A: 14%; B: -1; C: ?; D: -2%
COc1ccc(CN(C)CC(=O)Nc2ccccc2C(F)(F)F)c(OC)c1
  A: nt; B: nt; C: -2; D: -4%
CC(=O)[C@H]1[C@H](c2cccc(Cl)c2)C(C#N)(C#N)[C@@H]2c3ccccc3C=CN21
  A: nt; B: 5; C: -28; D: -5%
CCCn1c(=N)n(CC(=O)c2ccco2)c2ccccc21
  A: 15%; B: 12; C: ?; D: 2%
COC(=O)c1ccc(C2C(C(C)=O)=C(C)Nc3ncnn32)cc1 (stereo unspecified)
  A: 8%; B: -2; C: -6; D: 0%
Cc1ccc(/C(N)=N/OC(=O)C23CC4CC(CC(C4)C2)C3)cc1
  A: 8%[11.4 µM]; B: 8[1.84 µM]; C: ?; D: 1%
O=C(c1ccncc1)N1CCN(C(=O)c2cccs2)CC1
  A: 4%; B: 1; C: -5; D: 1%
COc1ccc(OC)c(NC(=O)c2ccc(NS(=O)(=O)c3c(C)noc3C)cc2)c1
  A: 3%; B: 5; C: ?; D: -2%

# The list goes on:
# Labels used below: A = ALOX15B inhib; B = IMPase inh; C = PNC inhibitor; D = ALOX12 inhib
Cc1noc(C(=O)Nc2sc3c(c2C#N)CCC3)c1Cl
  A: -9%; B: 1; C: -20; D: -2%
O=C(CCCNC(=O)/C(=C/c1ccc(F)cc1)NC(=O)c1ccccc1)OCc1ccccc1
  A: nt; B: -8; C: 26; D: 0%
COc1cccc(NC(=S)NCc2ccco2)c1
  A: nt; B: nt; C: 15; D: -2%
CC(C)(C)OC(=O)N/N=C\c1ccc(OC(=O)c2cccs2)cc1
  A: nt; B: nt; C: ?; D: 3%
COc1cc(-c2c(C#N)c(N)nc(SCc3ccncc3)c2C#N)cc(OC)c1OC
  A: 18%; B: ?; C: ?; D: -3%
COc1cc2oc(=O)cc(-c3ccc(-c4sccc4C=O)cc3)c2c(OC)c1OC
  A: 8%[0.0915 µM]; B: nt; C: nt; D: -3%[0.00818 µM]
CC(C)CCNC(=O)CCCC1=NS(=O)(=O)c2ccccc2N1
  A: nt; B: nt; C: ?; D: 4%
CC1CCCCN1CCNC(=O)CN1C(=O)COc2ccccc21 (stereo unspecified)
  A: 2%; B: 5; C: ?; D: -4%
O=C(Nc1ccc(Oc2ccc(Cl)cc2)cc1)c1ncn[nH]1
  A: 21%; B: 5; C: 14; D: 3%
CC1CC(=O)c2cnc(N)nc2C1 (stereo unspecified)
  A: 3%; B: ?; C: -3; D: 3%
COc1ccc(-n2c(NC(=O)c3ccc(Br)o3)c(C#N)c3nc4ccccc4nc32)cc1
  A: ?; B: -24; C: 8; D: -16%
CC(C)NC(=O)NC(=O)COC(=O)CCCSc1nc2ccccc2s1
  A: nt; B: 6; C: ?; D: -4%
O=C1CN(C(=O)c2ccc(Br)o2)C(c2ccc(F)cc2)c2cc(F)ccc2N1 (stereo unspecified)
  A: nt; B: 4; C: -7; D: -1%
COc1ccc(C2c3c(ccc4ccccc34)Oc3ncn4nc(Cc5ccccc5)nc4c32)cc1OC (stereo unspecified)
  A: nt; B: nt; C: -8; D: 2%
C[n+]1ccn(CC(=O)c2ccc(Br)cc2)c1
  A: nt; B: nt; C: 20; D: 2%
O=C(Nc1cccc(F)c1)N1CC2(CCN(C(=O)c3cc(C(F)(F)F)cc(C(F)(F)F)c3)CC2)C1
  A: 8%; B: nt; C: nt; D: 1%
O=C(COc1ccc(Br)cc1CO)Nc1ccccc1
  A: 0%; B: 2; C: 25; D: -2%
Cc1nc2n(n1)CC(O)CS2 (stereo unspecified)
  A: -1%; B: -2; C: 41; D: 1%
N#CCCn1c(=O)c(-c2ccccc2)nc2cnc(Oc3ccccc3)nc21
  A: 3%; B: nt; C: nt; D: 0%
Nc1ccc2c(c1)N1CCN=C1S2
  A: -6%; B: 10; C: ?; D: 6%
COc1ccccc1OCCOCCOc1ccc(C)cc1[N+](=O)[O-]
  A: nt; B: nt; C: -22; D: 0%
OCCNCCOc1ccccc1-c1ccccc1
  A: -8%; B: 4; C: 11; D: 3%
O=C(CCCOc1ccc(Cl)cc1Cl)n1nnc2ccccc21
  A: nt; B: -18; C: ?; D: -4%
Cc1ccc(C(=O)O/N=C(\N)c2ccc(Br)cc2)cc1
  A: 1%; B: -5; C: 17; D: -8%
COc1ccc(S(=O)(=O)Nc2ccc(C)cc2)cc1N(C)S(=O)(=O)c1ccc(Cl)cc1
  A: -15%; B: 9; C: 2; D: 7%
NC(=O)COc1ccccc1/C=C1/SC(=O)N(CC(=O)N2CCc3ccccc3C2)C1=O
  A: -2%; B: 1; C: 68; D: -5%
CN(C)c1ncc2nc(-c3cc(F)cc(F)c3)c(=O)n(Cc3cccs3)c2n1
  A: 6%; B: nt; C: nt; D: -4%

# Reformatted bar-delimited: part of the list above
mol | ALOX15B inhib | IMPase inh | PNC inhibitor | ALOX12 inhib
COc1cc(-c2c(C#N)c(N)nc(SCc3ccncc3)c2C#N)cc(OC)c1OC | 18% | ? | ? | -3%
COc1cc2oc(=O)cc(-c3ccc(-c4sccc4C=O)cc3)c2c(OC)c1OC | 8%[0.0915 µM] | nt | nt | -3%[0.00818 µM]
CC(C)CCNC(=O)CCCC1=NS(=O)(=O)c2ccccc2N1 | nt | nt | ? | 4%
CC1CCCCN1CCNC(=O)CN1C(=O)COc2ccccc21 (stereo unspecified) | 2% | 5 | ? | -4%
O=C(Nc1ccc(Oc2ccc(Cl)cc2)cc1)c1ncn[nH]1 | 21% | 5 | 14 | 3%
CC1CC(=O)c2cnc(N)nc2C1 (stereo unspecified) | 3% | ? | -3 | 3%
COc1ccc(-n2c(NC(=O)c3ccc(Br)o3)c(C#N)c3nc4ccccc4nc32)cc1 | ? | -24 | 8 | -16%
CC(C)NC(=O)NC(=O)COC(=O)CCCSc1nc2ccccc2s1 | nt | 6 | ? | -4%
O=C1CN(C(=O)c2ccc(Br)o2)C(c2ccc(F)cc2)c2cc(F)ccc2N1 (stereo unspecified) | nt | 4 | -7 | -1%
COc1ccc(C2c3c(ccc4ccccc34)Oc3ncn4nc(Cc5ccccc5)nc4c32)cc1OC (stereo unspecified) | nt | nt | -8 | 2%
C[n+]1ccn(CC(=O)c2ccc(Br)cc2)c1 | nt | nt | 20 | 2%
O=C(Nc1cccc(F)c1)N1CC2(CCN(C(=O)c3cc(C(F)(F)F)cc(C(F)(F)F)c3)CC2)C1 | 8% | nt | nt | 1%
O=C(COc1ccc(Br)cc1CO)Nc1ccccc1 | 0% | 2 | 25 | -2%
Cc1nc2n(n1)CC(O)CS2 (stereo unspecified) | -1% | -2 | 41 | 1%
N#CCCn1c(=O)c(-c2ccccc2)nc2cnc(Oc3ccccc3)nc21 | 3% | nt | nt | 0%
Nc1ccc2c(c1)N1CCN=C1S2 | -6% | 10 | ? | 6%
COc1ccccc1OCCOCCOc1ccc(C)cc1[N+](=O)[O-] | nt | nt | -22 | 0%
OCCNCCOc1ccccc1-c1ccccc1 | -8% | 4 | 11 | 3%
O=C(CCCOc1ccc(Cl)cc1Cl)n1nnc2ccccc21 | nt | -18 | ? | -4%
Cc1ccc(C(=O)O/N=C(\N)c2ccc(Br)cc2)cc1 | 1% | -5 | 17 | -8%
COc1ccc(S(=O)(=O)Nc2ccc(C)cc2)cc1N(C)S(=O)(=O)c1ccc(Cl)cc1 | -15% | 9 | 2 | 7%
NC(=O)COc1ccccc1/C=C1/SC(=O)N(CC(=O)N2CCc3ccccc3C2)C1=O | -2% | 1 | 68 | -5%

# Compound activity deposited in PubChem by National Center for Advancing Translational Sciences (NCATS).
